High-throughput results deposited in PubChem BioAssay by The Scripps Research Institute Molecular Screening Center.
V1R ag counter – agonists of human V1a receptor, primary screen, counter-screen for OXTR agonist project, fluorescence, CHO-V1R cells | Fluo-8 calcium fluorescence, agonist mode; 0% DMSO, 100% 3 nM vasopressin | activation, % at 3 µM | Vasopressin V1a receptor (Homo sapiens), P37288 | 0.25% of 320,000 active;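 active = activation above the mean activation of all tested compounds plus 3 SD, per screening run, cut at about 20% in these data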;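 note: signal is peak over basal fluorescence ratio across a 100 second FLIPR read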
Target sequence (P37288 whole entry, looked up): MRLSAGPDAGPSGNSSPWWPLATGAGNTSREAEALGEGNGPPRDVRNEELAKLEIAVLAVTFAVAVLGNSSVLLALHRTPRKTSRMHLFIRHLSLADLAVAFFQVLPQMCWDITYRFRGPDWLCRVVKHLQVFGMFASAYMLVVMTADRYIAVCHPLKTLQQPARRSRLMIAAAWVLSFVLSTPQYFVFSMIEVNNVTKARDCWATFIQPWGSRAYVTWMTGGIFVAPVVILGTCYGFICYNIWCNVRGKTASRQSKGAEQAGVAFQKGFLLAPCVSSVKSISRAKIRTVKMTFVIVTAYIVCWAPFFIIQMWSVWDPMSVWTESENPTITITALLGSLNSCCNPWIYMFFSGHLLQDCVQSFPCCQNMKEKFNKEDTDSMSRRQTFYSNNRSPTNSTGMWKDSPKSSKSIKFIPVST
OXTR potentiate – human OXTR potentiators, primary screen, fluorescence, CHO-OTR cells, Fluo-8 calcium; Oxytocin receptor (Homo sapiens), P30559; Fluo-8 calcium fluorescence, potentiator mode; 0% = oxytocin EC15, 100% = EC100; activation, % at 3 µM; 0.061% of 320,000 active; AID 2445, 2010;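 active = activation above that plate's cutoff, the mean activation of tested compounds plus 3 SD, cut at about 6.6% in these data, passing the limit was not always enough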;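 note: 100% uses oxytocin at 75 nM as the full agonist control; some results filed as inactive read as strong as hits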
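Assay system: CHO cell line stably expressing human OTR | Also added: Oxytocin at about EC15, sub-maximal agonist stimulus | Times: Compound 6 min at room temperature before oxytocin, 100 s read | Measured by: Fluo-8 intracellular calcium fluorescence, ex 470-495, em 515-575 nm | Controls: EC15 oxytocin alone as 0%, 75 nM oxytocin as 100%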
TAAR1 antagonist – human TAAR1 antagonists, primary screen, Fluo-8 calcium fluorescence, CHO RD-HGA16 cells | antagonist | inhibition, % at 3 µM | 1.5% of 360,000 active | AID 624466, 2012;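 active = inhibition above a per-plate cutoff, the mean inhibition of test compounds on that plate plus 3 SD, cut at about 49% in these data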;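 note: 0% = DMSO plus EC80 beta-PEA response and 100% = DMSO alone without agonist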
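Test system – hTAAR1-expressing CHO RD-HGA16 cells, Gα16-coupled · Reagent – β-PEA at EC80 concentration, post-compound challenge · Compound dosing – 3 µM, single point · Timing – 140 s kinetic read after compound, 140 s after agonist · Detection – Fluo-8 intracellular calcium dye fluorescence, real-time kinetic reads · Control set – DMSO and EC80 PEA controls · Repeats – n of 1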
M1 ag – human M1 muscarinic receptor agonists, primary screen, Fluo-8 calcium fluorescence, CHO-K1 cells, HTS; activation, % at 3 µM; CHO-K1 hM1, agonist mode; 0% DMSO, 100% acetylcholine EC100; 0.33% of 360,000 active; Muscarinic acetylcholine receptor M1 (Homo sapiens), P11229; AID 588814, 2011;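 active = activation above the run's mean compound activation plus 3 SD, cut at about 16% in these data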;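 note: peak over basal fluorescence ratio within a 140 s kinetic read after compound addition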
Target sequence (P11229 whole entry, looked up): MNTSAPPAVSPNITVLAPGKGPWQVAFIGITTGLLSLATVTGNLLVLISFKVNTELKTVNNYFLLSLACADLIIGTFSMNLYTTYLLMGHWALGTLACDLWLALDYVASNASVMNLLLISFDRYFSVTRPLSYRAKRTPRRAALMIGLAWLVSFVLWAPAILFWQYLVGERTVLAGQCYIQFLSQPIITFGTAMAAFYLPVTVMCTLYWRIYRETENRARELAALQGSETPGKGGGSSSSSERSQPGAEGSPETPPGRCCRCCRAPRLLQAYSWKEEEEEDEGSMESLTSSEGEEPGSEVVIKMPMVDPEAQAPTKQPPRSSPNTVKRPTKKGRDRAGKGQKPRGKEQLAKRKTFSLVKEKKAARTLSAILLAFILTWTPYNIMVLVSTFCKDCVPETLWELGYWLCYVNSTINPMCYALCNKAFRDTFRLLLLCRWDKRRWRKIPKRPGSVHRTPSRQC
OXTR agonist – human OXTR agonists, primary screen, fluorescence, CHO-OTR cells, Fluo-8 calcium | Fluo-8 calcium fluorescence; normalized: DMSO 0%, oxytocin 100% | activation, % at 3 µM | 0.32% of 320,000 active | AID 2435, 2010;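 active = activation above the mean of all tested compounds plus 3 SD, cutoff set per screening run, cut at about 20% in these data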;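 note: peak over basal fluorescence ratio from a 100 s FLIPR kinetic read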
M1 antag – human M1 muscarinic receptor antagonists, primary screen, CHO-K1 cells, Fluo-8 calcium fluorescence, 1536-well. Muscarinic acetylcholine receptor M1 (Homo sapiens), P11229. CHO-K1 hM1, ACh EC80 antagonist. inhibition, % at 3 µM. 1.3% of 360,000 active;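 active = percent inhibition above its own plate's cutoff, namely the mean of that plate's compound wells plus 3 SD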;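 note: peak over basal fluorescence ratio during 140 s after agonist addition; 0% = ACh EC80 plus DMSO and 100% = DMSO alone without agonist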
TAAR1 ag – human TAAR1 agonists, primary screen, Fluo-8 calcium fluorescence, CHO RD-HGA16 cells | Trace amine-associated receptor 1 (Homo sapiens), Q96RJ0 | vehicle wells 0%, saturating PEA agonist 100% | activation, % at 3 µM | 0.99% of 360,000 active;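 active = activation above the mean activation of all test compounds in the run plus 3 SD, cut at about 38% in these data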
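System: CHO-derived RD-HGA16 cells with stable Gα16 and human TAAR1 / Times: 17-24 h plating, Fluo-8 75 min 37 °C, 30 min RT / Technique: calcium-sensitive Fluo-8 signal, excitation 470-495, emission 515-575 nm / Measure: % activation relative to PEA EC100 response / Benchmarks: DMSO and PEA EC100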
CHO parental Ca – ATP-evoked calcium signal inhibitors, parental CHO, primary screen, counter-screen for OX1R antagonist project, cell-based, fluorescence, Fluo-8 calcium dye; parental CHO-K1, ATP-induced calcium, Fluo-8 fluorescence; inhibition, % at 5.6 µM; 0.63% of 330,000 active;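 active = inhibition above that plate's mean sample inhibition plus 3 SD, cut at about 26% in these data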;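 note: 0% = ATP-challenged DMSO wells and 100% = DMSO wells without ATP; some compounds past the cut are filed as inactive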
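Assay system: parental CHO cells; Read-out basis: percent inhibition of ATP-evoked calcium rise, normalized to controls; Benchmarks: ATP and no-ATP DMSO wells; Compound dosing: single nominal dose of 5.6 µM per compound; Signal: Fluo-8 calcium dye fluorescence; Also added: ATP as calcium-mobilizing challenge; Repeats: singlicate.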
CHRM1 PAM – human M1 muscarinic receptor positive allosteric modulators, primary screen, CHO-K1 cells, Fluo-8 calcium fluorescence, 1536-well | activation, % at 3 µM | Muscarinic acetylcholine receptor M1 (Homo sapiens), P11229 | 0.088% of 360,000 active | CHO-K1 hM1, ACh EC20; 0% = ACh EC20, 100% = maximal ACh; in the data active = activation above about 19%, passing the limit was not always enough
Starred values were filed as active, the others as inactive; nt = no result given.

SMILES	V1R ag counter	OXTR potentiate	TAAR1 antagonist	M1 ag	OXTR agonist	M1 antag	TAAR1 ag	CHO parental Ca	CHRM1 PAM
CN(CC(=O)Nc1ccc(Cl)c(C(F)(F)F)c1)C(=O)Cn1cc([N+](=O)[O-])ccc1=O	6.0	-12.5	-18.1	-1.9	6.2	-2.2	1.4	-1.3	-1.0
CCC1(CC)C(=O)C2=C3C1[C@H](C(=O)OC)C=C(C(=O)OC)C[C@H]3[C@H]1C(=O)NC(=O)[C@H]1[C@H]2C (some centres not stated)	-0.1	-2.2	12.9	-3.1	-0.4	-2.8	3.7	-11.9	0.9
NC(=O)C1CCN(c2nc3c(S(=O)(=O)c4ccccc4)nnn3c3ccccc23)CC1	1.0	-2.6	-15.6	-3.3	0.8	1.7	1.7	-4.5	2.2
COCCn1c(SCC(=O)Nc2ccccc2F)nc2c(c1=O)SCC2	0.4	-2.1	-18.2	-1.9	-1.2	-8.5	-0.9	-11.2	7.0
CCN(CCn1cccn1)C(=O)CCc1nnc(C2CCCCC2)o1	0.3	-1.7	-4.2	-1.9	0.4	-9.1	0.7	-7.5	9.2
CCN(CC)C(=O)c1csc([C@@H]2O[C@H](CO)[C@H](O)[C@H](O)[C@H]2O)n1	nt	nt	-20.8	-2.9	nt	-10.4	11.4	nt	3.9
CCOc1cc(C(=O)Nc2ccc(S(=O)(=O)N3CCCCC3)cc2)ccc1OCC(=O)N1CCOCC1	0.4	-7.5	4.7	-3.5	-0.4	11.1	2.0	-1.2	-4.3
CCCC(=O)Nc1nnc(SCC(=O)NCc2ccc3c(c2)OCO3)s1	-0.1	-7.7	-22.0	-4.8	-1.2	0.9	0.7	-11.1	1.3
CN1CCN(C(=O)c2ccccc2-c2nc(-c3ccc(Cl)cc3)no2)CC1	0.4	-0.6	21.7	-3.1	3.3	1.0	3.9	-11.4	2.0
O=C(CN1CCN(C(=O)c2ccc(-c3nc4ccccc4s3)o2)CC1)Nc1ccc(F)cc1	9.7	-12.9	37.5	-1.9	6.4	5.7	5.8	-23.8	-5.9
Cc1ccc(N=C2NC(=O)/C(=C/c3cccn3C)S2)cc1	1.5	-8.2	-24.9	-0.7	0.1	-2.0	3.2	-16.3	5.2
CCc1c(C)nc2c(-c3ccccc3)c(-c3ccccc3)[nH]n2c1=O	-0.3	-9.3	-1.2	-3.0	5.2	-13.7	-2.0	-9.9	8.9
COc1cc(NC(=O)CSC(=S)N2CCCC2)c(OC)cc1Cl	-0.5	2.3	11.2	-2.4	-1.6	-11.6	-1.3	-20.6	2.5
Cc1ccc2cc3c(NC(=O)CC(C)C)nn(C)c3nc2c1	-0.8	-3.5	9.7	-3.6	-2.3	-5.8	5.5	-14.6	4.2
NC(=O)C1CCN(C(=O)c2ccc3c(=O)n(Cc4ccco4)c(SCC(=O)c4ccccc4)nc3c2)CC1	-1.5	-10.1	12.1	-6.9	-1.3	-3.7	1.5	-26.6	5.8
O=C(Nc1nnc(SCc2ccc(Cl)cc2)s1)C1CC(=O)N(Cc2ccccc2)C1 (configuration not stated)	0.5	-5.8	-16.3	-1.9	5.8	1.3	6.3	-8.7	6.2
C/C(=N/NC(=O)CNc1ccc(Cl)cc1C)c1ccc(C)cc1	0.8	-5.0	-10.7	-4.2	-0.2	4.6	9.8	-8.9	-6.9
O=C(NNC(=S)Nc1ccc(OC(F)F)cc1)c1cc2c(s1)CCCC2	0.9	-6.8	-26.2	-5.9	-1.1	0.6	4.6	-3.1	0.4
CCOc1ccc(C(=O)NNC(=O)CN2C(=O)C3CC=CCC3C2=O)cc1OC (configuration not stated)	-0.6	0.9	23.5	-0.5	0.9	-14.0	13.6	-7.4	13.9
CC(=O)NC1(c2ccccc2)CCN(c2nc(C)cc(C)n2)CC1	2.1	-7.9	6.5	-1.0	3.4	-22.4	7.2	-5.6	2.5
CC(C)CCn1c(CN2CCOCC2)nc2c1c(=O)n(C)c(=O)n2C	-0.3	-2.5	-0.1	-4.1	-1.1	-5.2	-0.2	0.0	1.1
Cn1ncc2c(NNC(=O)Cc3cccc4ccccc34)ncnc21	1.1	-4.3	0.8	-4.5	0.6	-5.3	1.5	-7.8	7.5
O=C(NCCCc1ccccc1)c1ccc(F)cc1	-0.9	-5.3	nt	-2.2	-2.3	-2.5	nt	-11.1	0.4
Cc1ccc(CN(C(=O)COc2cccc(C)c2C)C2CCS(=O)(=O)C2)o1 (configuration not stated)	-0.4	-0.4	-12.5	-3.6	-0.6	-2.5	-0.2	-18.2	3.7
O=C1CC(C(=O)N2CCN(c3ccc(F)cc3)CC2)CN1CCc1ccccc1 (configuration not stated)	-0.1	-2.6	14.3	-1.2	-0.7	-12.2	-1.1	-3.5	9.1

(cont.)
SMILES	V1R ag counter	OXTR potentiate	TAAR1 antagonist	M1 ag	OXTR agonist	M1 antag	TAAR1 ag	CHO parental Ca	CHRM1 PAM
CCc1n[nH]c(=S)n1/N=C/c1ccccc1OCc1ccc(Cl)cc1	-0.7	-4.2	-1.9	-8.2	-1.7	8.7	-1.6	2.2	-5.3
CC1CC(C)CN(S(=O)(=O)N2CCCC(C(=O)NCCCN3CCOCC3)C2)C1 (configuration not stated)	0.5	-6.4	-2.3	-4.3	-0.8	-9.7	1.3	-17.7	5.9
O=C(c1ccc2c(=O)n(Cc3ccccc3)c(=S)[nH]c2c1)N1CCCC1	3.3	-2.2	-18.5	-3.2	1.5	-7.5	6.2	-2.5	9.5
Cc1ccc(NC(=O)CCCCCN2C(=O)[C@@H]3Cc4ccccc4CN3C2=O)c(Cl)c1	6.1	-11.1	3.9	-1.6	2.8	-2.9	-0.1	-38.1	3.5
CCC(C)n1ncn(-c2ccc(N3CCN(c4ccc(O)cc4)CC3)cc2)c1=O (configuration not stated)	2.3	-7.0	-3.3	-2.7	0.6	-5.3	8.5	-2.6	2.0
S=c1[nH]nc(-c2ccc(Cl)cc2)n1-c1ccc(Cl)cc1	-0.9	2.5	-12.4	-4.7	-1.6	-17.1	-1.2	-11.3	18.4
N#Cc1cccc(OCC(=O)NC(=O)NCc2ccccc2)c1	-0.4	-5.8	-14.7	-10.2	0.4	-3.9	2.0	-12.4	8.0
O=C(CNC(=O)[C@@H]1Cc2ccccc2CN1)Nc1ccc2c(c1)OCO2	1.5	-3.8	-9.2	-3.0	0.2	0.2	4.5	-12.6	-1.6
COc1ccc(NC(=O)CCCC(=O)OCC(=O)c2cccc(OC)c2)cc1	5.5	-11.6	3.8	0.5	3.8	-5.9	1.4	-21.9	7.5
O=C(Cn1nc(C(F)(F)F)cc1C1CC1)NCc1ccccc1F	-0.8	-2.6	7.9	-10.8	-1.6	-6.6	0.9	-5.8	10.0
O=C(COC(=O)c1ccco1)NCc1ccc(Cl)cc1	0.4	-4.9	-12.0	-4.8	-1.1	5.2	1.1	-6.5	3.3
CC(C)=CCc1c(O)ccc2c1OC(c1ccc(O)c(O)c1)CC2=O (configuration not stated)	3.5	-7.3	57.2*	-1.9	7.7	0.5	13.9	6.4	-4.5
O=C(NC1=NCCS1)c1cccc(Br)c1	0.3	-6.6	-21.1	-4.8	-0.6	-16.5	1.9	-3.0	15.6
Cc1ccc(OCc2cc(C(=O)N3CCCC3)no2)cn1	3.3	-0.5	-14.2	-0.1	0.5	-10.1	0.0	-2.0	13.5
c1ccc(C2CC(c3cccs3)=NN2c2ccccc2)cc1 (configuration not stated)	-1.0	-5.4	-60.4	-1.9	-0.3	-4.7	2.2	-15.7	3.8
COc1cc(/C=N/NC(=O)Nc2ccccc2)ccc1OC(C)=O	0.9	-4.6	7.3	-4.5	0.0	-10.3	0.7	-5.3	4.4
Cc1cccc(S(=O)(=O)N2CCn3cccc3C2C)c1 (configuration not stated)	-0.3	-6.1	-4.2	-6.3	-2.0	-0.9	4.6	-15.2	-0.9
COC(=O)C1(Cc2cc(-c3ccc(Cl)cc3)no2)CCN(C(=O)OC(C)(C)C)CC1	0.3	-4.9	10.8	-2.3	-2.4	5.7	2.4	-19.8	-7.2
COc1ccc2c(c1)sc(=NC(=O)CS(=O)(=O)c1ccc(F)cc1)n2C	2.8	-3.9	-4.0	-1.8	1.1	-12.9	13.8	-13.3	9.9
CC(=NN1CC(=O)NC1=O)c1ccc([N+](=O)[O-])o1	nt	nt	3.2	-1.2	nt	-14.9	0.2	nt	12.4
Cc1ccc(CNC(=O)Nc2nnc([C@@H]3C[C@H](O)[C@@H](CO)O3)s2)cc1	nt	nt	-36.8	-1.0	nt	-1.1	4.3	nt	8.7
CCCn1cc(SCC(=O)NCC2CCCO2)c2ccccc21 (configuration not stated)	-1.0	0.1	-19.8	7.9	-1.8	1.3	0.1	4.7	16.0
CC(=O)Nc1sc(C)c(C)c1C(=O)OC(C)C	-1.0	-6.5	1.0	-6.0	-2.1	8.2	2.0	-16.2	-6.0
CCN(CC)c1c([N+](=O)[O-])c(=O)oc2ccccc12	0.1	-2.5	3.2	3.9	1.2	-1.4	5.6	-9.3	11.7
O=C1c2c(Br)c(Br)c(Br)c(Br)c2C(=O)N1c1ccccn1	2.7	5.4	-13.9	-2.9	0.3	-17.3	4.9	-0.1	7.7

Rewritten field by field: entries from further up.
> CCN(CC)c1c([N+](=O)[O-])c(=O)oc2ccccc12
  V1R ag counter: 0.1 | OXTR potentiate: -2.5 | TAAR1 antagonist: 3.2 | M1 ag: 3.9 | OXTR agonist: 1.2 | M1 antag: -1.4 | TAAR1 ag: 5.6 | CHO parental Ca: -9.3 | CHRM1 PAM: 11.7
> Cc1ccc(OCc2cc(C(=O)N3CCCC3)no2)cn1
  V1R ag counter: 3.3 | OXTR potentiate: -0.5 | TAAR1 antagonist: -14.2 | M1 ag: -0.1 | OXTR agonist: 0.5 | M1 antag: -10.1 | TAAR1 ag: 0.0 | CHO parental Ca: -2.0 | CHRM1 PAM: 13.5
